ABCG2 inh = ABCG2 efflux pump inhibitors, primary screen, multiplex with ABCB1, IgMXP3 cells, flow cytometry | Broad substrate specificity ATP-binding cassette transporter ABCG2 (Homo sapiens), Q9UNQ0 | 190,000 tested, 0.1% active | JC-1 efflux | inhibition, % at 6.6 µM;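 active = inhibition above 80%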;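 also: 0% = DMSO and 100% = nicardipine control wells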
Target sequence (Q9UNQ0 whole entry, looked up): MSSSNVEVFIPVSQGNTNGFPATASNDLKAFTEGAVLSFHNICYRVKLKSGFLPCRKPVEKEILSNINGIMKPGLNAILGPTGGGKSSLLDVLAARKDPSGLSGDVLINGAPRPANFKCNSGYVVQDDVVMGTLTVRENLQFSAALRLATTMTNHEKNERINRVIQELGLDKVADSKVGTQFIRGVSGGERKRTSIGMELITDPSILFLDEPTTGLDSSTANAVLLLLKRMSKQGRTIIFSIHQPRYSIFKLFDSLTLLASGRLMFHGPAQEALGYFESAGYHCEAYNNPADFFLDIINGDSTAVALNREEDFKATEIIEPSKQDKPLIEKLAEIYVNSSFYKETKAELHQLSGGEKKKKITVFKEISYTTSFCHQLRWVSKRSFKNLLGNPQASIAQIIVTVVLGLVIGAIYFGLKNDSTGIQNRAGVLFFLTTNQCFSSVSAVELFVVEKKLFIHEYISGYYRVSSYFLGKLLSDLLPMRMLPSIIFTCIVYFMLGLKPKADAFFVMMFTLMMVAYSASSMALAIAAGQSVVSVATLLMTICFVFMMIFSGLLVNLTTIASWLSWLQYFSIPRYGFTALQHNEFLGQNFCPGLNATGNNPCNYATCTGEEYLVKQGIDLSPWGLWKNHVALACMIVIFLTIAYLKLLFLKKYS
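Test system: IgMXP3 cells (ABCG2) mixed with DDAO far-red-labelled CCRF-Adr cells (ABCB1). Reagent: JC-1 transporter substrate. Compound dosing: single test compound dose, 6.6 µM final. Times: 10 min compound exposure, 25 °C. Detection: flow cytometry of retained JC-1 fluorescence. Read-out basis: efflux inhibition in percent versus controls. Controls: nicardipine and DMSO wells.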
Pf gamet viab = late stage P. falciparum gametocyte viability inhibitors, primary screen, ATP luminescence, HTS | P. falciparum stage V gametocytes, 24 h | inhibition, % at 10.9 µM | 150,000 tested, 0.065% active;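 active = inhibition above the mean plus 3 SD of compounds within the control limits, set per campaign, cut at about 38% in these data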;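 also: 0% = DMSO wells and 100% = medium only without gametocytes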
Rab2 wt GTP = modulators of GTP binding to Rab2A wildtype, primary screen, biochemical, dog, bead-based flow cytometry, multiplex; Ras-related protein Rab-2A (Canis lupus familiaris), P61105; GST-Rab2 wt beads, Bodipy-GTP binding; GTP binding activity, % at 10 µM; 190,000 tested, 0.19% active; AID 760, 2007;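 active = GTP binding activity at least 20 points away from 100%, either lowered or raised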;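 also: 0% = beads with excess unlabeled GTP and 100% = no-compound control corrected for plate trend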
Cdc42 wt GTP = modulators of GTP binding to wildtype Cdc42, primary screen, biochemical, multiplex bead flow cytometry, Bodipy-GTP | Cell division control protein 42 homolog (Homo sapiens), P60953 | GST-Cdc42 beads; actives lie on both sides | percent activity (GTP binding), % at 10 µM | 190,000 tested, 0.2% active | AID 761, 2007;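 active = percent activity GTP binding at least 20 points away from the 100% baseline, either down as inhibitor or up as activator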;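 also: median bead fluorescence of bound Bodipy-FL-GTP at 100 nM; 0% = excess unlabeled GTP control and 100% = no compound control; below 100% means less GTP binding so inhibitor and above means activator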
HRas wt GTP = modulators of GTP binding to HRas wildtype, primary screen, biochemical, bead-based flow cytometry, multiplex; AID 759, 2007; GTPase HRas (Homo sapiens), P01112; 190,000 tested, 0.14% active; GST-Ras wt beads, Bodipy-FL-GTP binding; actives lie on both sides; GTP binding activity, % at 10 µM;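 active = GTP binding activity at least 20% away from the 100% baseline, either lowered as inhibitor or raised as activator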;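 also: 0% = unlabeled GTP competition control and 100% = no-compound control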
Rac1 mut GTP = GTP binding modulators of activated mutant Rac1, primary screen, biochemical, bead-based flow cytometry, multiplex, fluorescent GTP; Ras-related C3 botulinum toxin substrate 1 (Homo sapiens), P63000; GST-Rac1 activated beads; actives lie on both sides; 100% means binding = to untreated wells; percent activity (GTP binding), % at 10 µM; 190,000 tested, 0.11% active;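 active = GTP binding at least 20 percentage points away from the 100% baseline, in either direction, so actives lie on both sides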
Rab7 wt modul = modulators of GTP binding to Rab7, primary screen, biochemical, wildtype, multiplex bead flow cytometry. Rab7 GTPase wild type (dog), Bodipy-FL-GTP binding. GST-Rab7 beads, fluorescent GTP binding; actives lie on both sides; untreated = 100%, excess cold GTP = 0%. GTP binding activity (percent of control), % at 10 µM. 190,000 tested, 0.055% active. AID 758, 2007;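 active = fluorescent GTP binding to Rab7 beads changed by at least 20 points from the 100% baseline, either direction, mostly lower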;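 also: median green fluorescence of bound Bodipy-FL-GTP per Rab7 bead population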
Avidin bead fluor = green autofluorescence of compounds with avidin beads – biophysical, 488/530 nm, flow cytometry, artefact control, profiling panel; compound fluorescence 488/530 nm; hits give high values; fluorescence (KMESF) at 10 µM; 220,000 tested, 0.38% active; AID 1775, 2009; in the data active = fluorescence above about 47; also: inactives centre near 10
ABCB1 block = ABCB1 efflux pump inhibitors, primary screen, cell-based, multiplex, flow cytometry, ABCG2 counter-screen. ATP-dependent translocase ABCB1 (Homo sapiens), P08183. CCRF-Adr cells, JC-1 efflux. inhibition, % at 6.6 µM. 190,000 tested, 0.067% active. AID 1326, 2008; in the data active = inhibition above about 40%;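 also: 0% = vehicle and 100% = reference inhibitor; higher value means more JC-1 retained so stronger ABCB1 efflux block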
Rac1 wt GTP bind = wildtype Rac1 GTP binding modulators, primary screen, biochemical, GST-Rac1 beads, flow cytometry, multiplex | Ras-related C3 botulinum toxin substrate 1 (Homo sapiens), P63000 | fluorescent GTP binding; actives lie on both sides; 0 = cold GTP competed, 100 = untreated | GTP binding activity (% of control), % at 10 µM | 190,000 tested, 0.27% active;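 active = GTP binding activity at least 20 points away from the 100% control level, either lower or higher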
Mcl1 Noxa PPI = Mcl-1/Noxa binding inhibitors, primary screen, biochemical, TR-FRET, 1536-well; TR-FRET Mcl-1/Noxa peptide binding, 2 h; AID 1022, 2008; inhibition, % at 21.7 µM; 220,000 tested, 1.5% active;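 active = compounds that cut the protein-peptide binding signal by more than 50% relative to plate controls in a single-dose test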;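 also: His-tagged Mcl-1 with rhodamine Noxa BH3 peptide and terbium anti-His antibody; 0% = Mcl-1 plus Noxa peptide wells and 100% = peptide-only wells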
Target sequence (Q07820 whole entry, looked up): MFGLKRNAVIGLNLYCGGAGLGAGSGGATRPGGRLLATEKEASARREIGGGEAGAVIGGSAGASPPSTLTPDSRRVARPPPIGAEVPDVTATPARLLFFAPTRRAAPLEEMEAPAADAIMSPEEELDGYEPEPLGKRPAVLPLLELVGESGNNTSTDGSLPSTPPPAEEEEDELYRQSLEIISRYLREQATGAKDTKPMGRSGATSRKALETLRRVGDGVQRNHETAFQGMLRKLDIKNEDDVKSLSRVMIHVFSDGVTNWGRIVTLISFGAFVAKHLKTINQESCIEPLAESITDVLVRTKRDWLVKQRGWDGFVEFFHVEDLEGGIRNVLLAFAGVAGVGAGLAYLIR
* marks the source's active call; other numbers are inactive results; · = not tested or not shown.

SMILES | ABCG2 inh | Pf gamet viab | Rab2 wt GTP | Cdc42 wt GTP | HRas wt GTP | Rac1 mut GTP | Rab7 wt modul | Avidin bead fluor | ABCB1 block | Rac1 wt GTP bind | Mcl1 Noxa PPI
CC1CN(C)C(c2ccccc2)C(C)C12NC(=O)NC2=O (stereo not given) | 1 | 11 | 93 | 103 | 101 | 103 | 98 | 13 | 0.5 | 106 | -10
CCN(CC)C(=O)CSc1nnc(-c2ccncc2)n1N | -1 | · | 96 | 96 | 95 | 93 | 94 | 19 | -0.2 | 95 | -10
COc1cc(CNC2CCC(C)C2)cc(OC)c1 (stereo not given) | 1 | · | 99 | 99 | 98 | 101 | 98 | 13 | 0.5 | 102 | -8
Cc1cccc(C(=O)Nc2nnc(SCC(=O)Nc3ccc4c(c3)oc3ccccc34)s2)c1 | -4 | 1 | 102 | 102 | 101 | 103 | 97 | 12 | -0.7 | 105 | 21
Cc1ccc(S(=O)(=O)/N=C(\N)Nc2nc(C)c3cc(C)c(C)cc3n2)cc1 | 18 | · | 93 | 95 | 95 | 98 | 96 | 16 | 4.2 | 97 | 7
O=C(CSc1ncccn1)N/N=C/c1ccc(OC2CSC2)cc1 | 4 | 24 | 95 | 95 | 95 | 96 | 96 | 21 | 0.0 | 95 | 13
Cc1ccc(NC(CC(=O)c2ccccc2)c2ccc(F)cc2)cc1 (stereo not given) | 0 | · | 96 | 95 | 97 | 97 | 101 | 10 | 0.0 | 97 | -16
CCOC(=O)c1ccc(NC2=CC(=O)CC(c3ccco3)C2)cc1 (stereo not given) | 6 | -2 | 95 | 95 | 96 | 95 | 95 | 11 | 0.5 | 96 | 7
CC1CC(=O)N(c2ccc(NCCc3ccccc3)c([N+](=O)[O-])c2)C1=O (stereo not given) | 7 | -7 | 99 | 98 | 99 | 99 | 103 | 13 | 1.8 | 103 | 21
COc1ccc(CN2CCN(Cc3cn(C)nc3-c3ccccc3)CC2CCO)c(C)c1C (stereo not given) | 2 | 5 | 99 | 100 | 101 | 98 | 101 | 10 | 1.7 | 106 | 16
COc1ccccc1CNC(=O)C1CCN(S(=O)(=O)N2CC(C)CC(C)C2)CC1 (stereo not given) | 4 | -7 | 103 | 105 | 102 | 99 | 99 | 15 | 2.1 | 103 | 15
O=C(Nc1cccc(S(=O)(=O)N2CCCCC2)c1)c1ccc(OCC2CCCO2)cc1 (stereo not given) | 0 | -35 | 98 | 94 | 96 | 94 | 101 | 13 | 0.1 | 88 | 8

Seven structures already listed, sorted by length of the SMILES, highest first:
SMILES | ABCG2 inh | Pf gamet viab | Rab2 wt GTP | Cdc42 wt GTP | HRas wt GTP | Rac1 mut GTP | Rab7 wt modul | Avidin bead fluor | ABCB1 block | Rac1 wt GTP bind | Mcl1 Noxa PPI
O=C(Nc1cccc(S(=O)(=O)N2CCCCC2)c1)c1ccc(OCC2CCCO2)cc1 (stereo not given) | 0 | -35 | 98 | 94 | 96 | 94 | 101 | 13 | 0.1 | 88 | 8
CC1CC(=O)N(c2ccc(NCCc3ccccc3)c([N+](=O)[O-])c2)C1=O (stereo not given) | 7 | -7 | 99 | 98 | 99 | 99 | 103 | 13 | 1.8 | 103 | 21
COc1ccc(CN2CCN(Cc3cn(C)nc3-c3ccccc3)CC2CCO)c(C)c1C (stereo not given) | 2 | 5 | 99 | 100 | 101 | 98 | 101 | 10 | 1.7 | 106 | 16
Cc1ccc(NC(CC(=O)c2ccccc2)c2ccc(F)cc2)cc1 (stereo not given) | 0 | · | 96 | 95 | 97 | 97 | 101 | 10 | 0.0 | 97 | -16
CC1CN(C)C(c2ccccc2)C(C)C12NC(=O)NC2=O (stereo not given) | 1 | 11 | 93 | 103 | 101 | 103 | 98 | 13 | 0.5 | 106 | -10
CCN(CC)C(=O)CSc1nnc(-c2ccncc2)n1N | -1 | · | 96 | 96 | 95 | 93 | 94 | 19 | -0.2 | 95 | -10
COc1cc(CNC2CCC(C)C2)cc(OC)c1 (stereo not given) | 1 | · | 99 | 99 | 98 | 101 | 98 | 13 | 0.5 | 102 | -8

(cont.)
SMILES | ABCG2 inh | Pf gamet viab | Rab2 wt GTP | Cdc42 wt GTP | HRas wt GTP | Rac1 mut GTP | Rab7 wt modul | Avidin bead fluor | ABCB1 block | Rac1 wt GTP bind | Mcl1 Noxa PPI
CC(C)Oc1ccc(C(=O)Nc2ccccc2N2CCOCC2)cc1 | 5 | · | 101 | 100 | 99 | 98 | 98 | 10 | 1.1 | 100 | 10
Cc1cc(C)c(S(=O)(=O)NCCn2c(C)cc3ccccc32)c(C)c1 | 0 | · | 104 | 100 | 100 | 99 | 102 | 7 | 0.3 | 105 | 4
COc1ccc(OC)c(NC2c3ccccc3C(=O)N2c2cccnc2)c1 (stereo not given) | 2 | · | 99 | 99 | 98 | 96 | 101 | 5 | 0.8 | 98 | 27
O=C(N/N=C/c1sc(N2CCCCC2)nc1-c1cccs1)c1cccnc1 | -3 | -7 | 95 | 93 | 95 | 92 | 100 | 11 | -0.1 | 94 | -3
COc1ccc(N(CC(=O)Nc2c(C)n(C)n(-c3ccccc3)c2=O)S(=O)(=O)c2ccccc2)cc1OC | 0 | · | 103 | 104 | 101 | 102 | 99 | 7 | 0.3 | 103 | -8
O=C(Cn1c(=O)oc2cc(S(=O)(=O)N3CCCC3)ccc21)N1CCc2ccccc2C1 | 2 | · | 97 | 102 | 99 | 101 | 98 | 10 | 0.7 | 106 | 7
COc1cc(CN2CCC(C(=O)NC3CCCC3)CC2)ccc1O | 1 | 6 | 100 | 102 | 100 | 98 | 101 | 38 | 0.0 | 103 | 16
C#CCOC(=O)Nc1ccc(=O)n(Cc2c(Cl)cccc2Cl)c1 | 10 | 14 | 101 | 98 | 101 | 99 | 102 | 11 | 1.6 | 103 | 22
COCCNC(=O)C(c1ccc(F)cc1)N(C(=O)CCC(=O)Nc1nccs1)c1ccc(C)cc1 (stereo not given) | 3 | 13 | 96 | 100 | 99 | 96 | 97 | 10 | 0.1 | 101 | 8
COc1ccc(OC)c(C(c2nnnn2CCc2ccccc2)N2CCC(C(N)=O)CC2)c1 (stereo not given) | 1 | 35 | 104 | 101 | 102 | 102 | 101 | 11 | 0.3 | 103 | 11
CCS(=O)(=O)N1CCCC(C(=O)NC2CCCCC2C)C1 (stereo not given) | 15 | · | 101 | 103 | 98 | 99 | 105 | 7 | 1.6 | 102 | 12
C(=N\N1CCN(Cc2cccc3ccccc23)CC1)/c1ccco1 | 1 | · | 101 | 102 | 103 | 98 | 103 | 11 | 0.5 | 103 | 3
Clc1ccc(Nc2nc(-c3cccnc3)cs2)cc1 | 2 | · | 101 | 99 | 101 | 99 | 103 | 8 | 0.1 | 106 | 16
O=C(NCC1CCCO1)C(C(=O)c1ccccc1)n1ccccc1=O (stereo not given) | -3 | · | 90 | 92 | 93 | 91 | 94 | 7 | -2.0 | 93 | 13
O=C(Nc1ccccn1)C1(c2cccs2)CCOCC1 | -1 | · | 100 | 101 | 101 | 100 | 102 | 9 | 0.0 | 101 | 8
COC(=O)c1cc(=O)n2c(-c3ccccc3)csc2n1 | 1 | -23 | 101 | 105 | 101 | 100 | 97 | 6 | 0.4 | 103 | 0
Cc1ccc(NC(=O)CC2=NC(=O)C(CC(=O)Nc3ccccc3C)S2)cc1 (stereo not given) | 1 | · | 101 | 98 | 100 | 96 | 102 | 11 | 0.1 | 100 | 26
O=C(Cc1ccc(F)cc1)N/N=C/c1ccccn1 | 2 | · | 95 | 99 | 99 | 100 | 100 | 5 | 0.6 | 100 | 3
CCC(C)(C(=O)NC1CCCCC1)N(Cc1cccs1)C(=O)Cc1cccs1 (stereo not given) | 0 | · | 97 | 97 | 100 | 97 | 96 | 8 | 0.0 | 94 | -1
COc1ccc(CCNC(=O)c2cc(-c3ccccc3O)n[nH]2)cc1OC | 8 | 9 | 95 | 91 | 94 | 94 | 98 | 25 | 0.6 | 96 | -9
Cc1nn(C(=O)c2nn(C)cc2[N+](=O)[O-])c(C)c1Br | 2 | -30 | 99 | 101 | 100 | 98 | 96 | 7 | 0.2 | 100 | -3
CC(C)(C)c1ccc(NC(=O)COc2ccc(-n3ccnc3)cc2)cc1 | 0 | -11 | 99 | 102 | 99 | 99 | 99 | 36 | 0.1 | 101 | -37
O=C(Nc1ccc(OC(F)F)cc1)Nc1cccc(C(F)(F)F)c1 | 0 | 21 | 109 | 108 | 108 | 107 | 106 | 7 | 0.0 | 108 | 15
CCOC(=O)Cc1[nH]nc2c1C(c1cccc(OC)c1OC)C(C#N)=C(N)O2 (stereo not given) | 2 | · | 100 | 96 | 103 | 101 | 103 | 11 | 0.0 | 108 | -5
Cc1cn2c(nc(=O)c3cccnc32)s1 | 4 | 15 | 83 | 85 | 86 | 89 | 92 | 3 | -0.1 | 76* | 14
Cc1ccc(S(=O)(=O)N(C)CCCC(=O)N2CCOCC2)cc1 | 0 | · | 102 | 106 | 103 | 104 | 98 | 13 | 0.3 | 109 | 4
CCOc1ccc(NC(=O)CSc2nnc(C(C)C)n2CC)cc1 | 0 | · | 102 | 102 | 102 | 100 | 101 | 7 | 0.2 | 106 | -5
Cc1cc(C)n(Cc2ccc(NC(=O)c3ccc(COc4ccccc4Br)cc3)cc2)n1 | 3 | -4 | 105 | 105 | 104 | 101 | 102 | 27 | 1.2 | 103 | -35
COc1cc(/C=C/C(=O)OCC(=O)c2c(N)n(C)c(=O)n(C)c2=O)ccc1OCC#N | 24 | 10 | 82 | 85 | 88 | 89 | 92 | 11 | 0.2 | 83 | -4
